Anthrax LF prot: Bacillus anthracis LF protease inhibitors, primary screen, biochemical, multiplex microsphere, MLPCN library | inhibition, % at 10 µM | actives 0.12% (n = 360,000) | multiplex microsphere protease cleavage assay | Lethal factor (Bacillus anthracis), P15917 | AID 588501, 2011; note: plate controls were buffer without enzyme for full effect and enzyme alone for no effect
PrPC surface inh: inhibitors of human cell surface prion protein PrPC, primary screen, cell-based, TR-FRET | Major prion protein (Homo sapiens), P04156 | TR-FRET read-out | inhibition, % at 13.8 µM | actives 0.43% (n = 370,000) | AID 720596, 2013; in the data active = inhibition above about 24%; note: 0% = median of the test wells and 100% = reference compound wells
Yp Topo-I inh: Yersinia pestis topoisomerase I inhibitors, primary screen, biochemical, cleavage product accumulation, plate reader, single point; DNA topoisomerase I (Yersinia pestis CO92); Y. pestis Topo-I cleavage product accumulation; activity, % at 10 µM; actives 0.064% (n = 360,000); AID 504884, 2011; in the data active = activity above about 50%, passing the limit was not always enough; inconclusive = no clear call, values can overlap the other calls; note: inactives centre near 2
BoNT-A LC inh2: BoNT/A light chain protease inhibitors, primary screen, biochemical, flow cytometry, MLPCN library; multiplex microsphere protease substrate cleavage; inhibition, % at 10 µM; actives 0.17% (n = 360,000); AID 588499, 2011; note: plate controls were buffer without enzyme for full effect and enzyme alone for no effect
FadD28 FP inh: inhibitors of FadD28 bisubstrate probe binding, primary screen, biochemical, fluorescence polarization, single point; Mycobacterium tuberculosis FadD28 fatty-acid-AMP ligase; inhibition, % at 12.5 µM; actives 0.22% (n = 360,000); in the data active = inhibition above about 8.5%, passing the limit was not always enough; inconclusive = no clear call, values can overlap the other calls
CCHFV vOTU inh: CCHFV vOTU protease inhibitors, primary screen, biochemical, Pep-AMC substrate, fluorescence; actives 0.55% (n = 370,000); Crimean-Congo hemorrhagic fever virus L polyprotein viral ovarian tumor (vOTU) protease …; inhibition, % at 11.5 µM; AID 651958, 2012; in the data active = inhibition above about 30%; note: 0% = vehicle wells with enzyme and 100% = no enzyme wells
BoNT-F LC inh: BoNT/F light chain protease inhibitors, primary screen, biochemical, flow cytometry, MLPCN library. Botulinum neurotoxin type F light chain protease (Clostridium botulinum). Multiplex microsphere protease cleavage assay. inhibition, % at 10 µM. actives 0.22% (n = 360,000). AID 588497, 2011; in the data active = inhibition above about 35%, passing the limit was not always enough; inconclusive = no clear call, values can overlap the other calls; note: plate controls were buffer without enzyme for full effect and enzyme alone for no effect
TcdB GH inh: TcdB glycohydrolase inhibitors, primary screen, biochemical, single point, plate reader; TcdB glycohydrolase enzymatic assay; inhibition, % at 9.99 µM; actives 0.24% (n = 350,000); AID 652162, 2013; in the data active = inhibition above about 10%
Target sequence (P18177 whole entry, looked up): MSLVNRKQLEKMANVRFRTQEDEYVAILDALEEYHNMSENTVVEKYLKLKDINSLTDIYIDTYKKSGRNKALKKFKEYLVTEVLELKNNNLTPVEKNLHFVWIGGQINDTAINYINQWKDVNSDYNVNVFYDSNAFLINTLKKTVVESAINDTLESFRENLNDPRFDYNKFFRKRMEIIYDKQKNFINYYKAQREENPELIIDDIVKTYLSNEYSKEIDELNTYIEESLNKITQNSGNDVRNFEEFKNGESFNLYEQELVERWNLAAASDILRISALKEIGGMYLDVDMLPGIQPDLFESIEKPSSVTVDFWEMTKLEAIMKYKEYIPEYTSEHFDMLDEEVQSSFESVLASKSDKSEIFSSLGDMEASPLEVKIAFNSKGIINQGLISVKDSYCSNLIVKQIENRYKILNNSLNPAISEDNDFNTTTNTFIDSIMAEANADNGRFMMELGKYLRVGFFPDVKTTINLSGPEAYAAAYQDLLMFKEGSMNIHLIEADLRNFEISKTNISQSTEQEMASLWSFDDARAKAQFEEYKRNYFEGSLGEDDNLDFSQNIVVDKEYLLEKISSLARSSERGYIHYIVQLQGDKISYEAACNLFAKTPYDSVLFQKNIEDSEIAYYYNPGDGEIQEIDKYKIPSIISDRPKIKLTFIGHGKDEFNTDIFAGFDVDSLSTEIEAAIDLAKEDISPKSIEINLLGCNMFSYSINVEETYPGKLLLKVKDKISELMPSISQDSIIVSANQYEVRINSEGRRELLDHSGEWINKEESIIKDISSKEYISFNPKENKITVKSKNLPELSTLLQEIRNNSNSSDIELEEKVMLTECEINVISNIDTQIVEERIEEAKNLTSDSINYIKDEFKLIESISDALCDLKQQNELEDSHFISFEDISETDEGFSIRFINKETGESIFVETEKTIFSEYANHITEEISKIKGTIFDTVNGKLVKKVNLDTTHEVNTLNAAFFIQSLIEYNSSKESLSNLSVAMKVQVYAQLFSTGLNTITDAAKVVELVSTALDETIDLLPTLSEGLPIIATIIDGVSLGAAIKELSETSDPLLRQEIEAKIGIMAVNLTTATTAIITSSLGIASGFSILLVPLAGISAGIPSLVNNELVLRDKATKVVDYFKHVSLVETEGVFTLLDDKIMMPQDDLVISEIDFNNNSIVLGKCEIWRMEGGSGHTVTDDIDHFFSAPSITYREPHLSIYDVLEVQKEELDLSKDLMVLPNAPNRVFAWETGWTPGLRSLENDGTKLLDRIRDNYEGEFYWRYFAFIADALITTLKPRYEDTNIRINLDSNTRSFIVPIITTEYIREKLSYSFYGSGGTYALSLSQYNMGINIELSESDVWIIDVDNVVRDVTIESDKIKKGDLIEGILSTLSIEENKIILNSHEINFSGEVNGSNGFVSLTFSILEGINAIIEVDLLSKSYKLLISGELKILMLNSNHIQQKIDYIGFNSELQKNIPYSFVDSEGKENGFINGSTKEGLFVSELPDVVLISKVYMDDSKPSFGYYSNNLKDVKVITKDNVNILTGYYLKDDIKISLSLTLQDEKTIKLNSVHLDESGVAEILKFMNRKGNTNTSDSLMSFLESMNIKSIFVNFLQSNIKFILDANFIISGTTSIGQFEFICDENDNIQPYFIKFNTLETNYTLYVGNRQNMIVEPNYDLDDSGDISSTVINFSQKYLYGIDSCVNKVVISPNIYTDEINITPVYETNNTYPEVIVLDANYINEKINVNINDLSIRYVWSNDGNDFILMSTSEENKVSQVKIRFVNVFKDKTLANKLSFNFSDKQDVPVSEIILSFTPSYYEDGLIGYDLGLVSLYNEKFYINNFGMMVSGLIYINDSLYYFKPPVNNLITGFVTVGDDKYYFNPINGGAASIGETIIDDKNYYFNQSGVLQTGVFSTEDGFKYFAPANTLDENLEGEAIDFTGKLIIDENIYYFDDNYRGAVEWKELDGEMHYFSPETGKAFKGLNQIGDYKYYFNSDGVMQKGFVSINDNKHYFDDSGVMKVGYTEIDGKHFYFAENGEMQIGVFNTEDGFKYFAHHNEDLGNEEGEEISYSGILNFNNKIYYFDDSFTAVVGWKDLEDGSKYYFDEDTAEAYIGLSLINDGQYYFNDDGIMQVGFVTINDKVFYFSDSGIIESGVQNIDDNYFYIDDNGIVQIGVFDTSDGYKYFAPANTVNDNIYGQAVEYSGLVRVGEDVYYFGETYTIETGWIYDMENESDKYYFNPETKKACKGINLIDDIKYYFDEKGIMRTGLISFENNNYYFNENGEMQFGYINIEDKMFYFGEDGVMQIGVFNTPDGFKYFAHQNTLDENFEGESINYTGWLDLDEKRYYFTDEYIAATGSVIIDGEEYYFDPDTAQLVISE
PfHsp40 rescue: rescue of yeast from PfHsp40 toxicity, primary screen, S. cerevisiae, ATP luminescence. S. cerevisiae expressing PfHsp40, growth rescue. actives 0.68% (n = 340,000). growth rescue, % at 12.5 µM. AID 504582, 2011; in the data active = growth rescue above about 28%, passing the limit was not always enough; inconclusive = no clear call, values can overlap the other calls;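 note: yeast W303a lacking pdr1 and pdr3 grown in galactose medium; growth measured after three days at 30 °C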
Numbers without * were called inactive; ? = inconclusive; nt = no result given. Cut-off read from the data, not from the text of the source, unless noted: active = inhibition above about 30%; inconclusive = no clear call, values can overlap the other calls; inactive = below that.

entry | structure | FadD28 FP inh | CCHFV vOTU inh | TcdB GH inh | BoNT-A LC inh2 | Anthrax LF prot | BoNT-F LC inh | PfHsp40 rescue | Yp Topo-I inh | PrPC surface inh
1 | C=CCn1c(SCCOC)nc2c1c(=O)[nH]c(=O)n2C | -2.7 | 7 | 1.1 | 0.2 | -4 | -1 | 0.9 | 2 | -6
2 | Cc1ccccc1Nc1c(-c2ccccn2)nc2ccccn12 | -2.9 | -13 | 4.3 | -3.5 | 2 | -1 | 7.3 | -2 | 6
3 | C=C(Cl)COc1ccc2c(CCCC)cc(=O)oc2c1 | -1.6 | 8 | nt | 0.1 | 0 | -10 | 7.0 | 6 | 5
4 | Cc1cc(=O)oc2cc(OCC(=O)N3CCN(C(=O)c4ccco4)CC3)ccc12 | -4.5 | -9 | 2.9 | -0.6 | -1 | 1 | 0.2 | -6 | 1
5 | COc1ccc(C2(c3ccc(OC)cc3)NC(=O)N(CC(=O)Nc3ccc(N4CCOCC4)cc3)C2=O)cc1 | 0.5 | -9 | 1.3 | 1.6 | -7 | -1 | nt | -11 | 1
6 | CCc1nnc(NC(=O)c2cccc(NC(=O)C(C)C)c2)s1 | -3.3 | -2 | nt | 1.0 | -1 | -6 | 0.1 | 4 | -2
7 | O=[N+]([O-])c1cc(CN2CCCC2)ccc1Sc1ccc(Cl)cc1 | -0.6 | 0 | 0.4 | 0.1 | -5 | -4 | -0.3 | 2 | -21
8 | O=C(Nc1ccccc1)c1ccc(Br)c(S(=O)(=O)Nc2ccccn2)c1 | 0.4 | 4 | 0.5 | 1.7 | 1 | 3 | 48* | -3 | 9
9 | O=C(Nc1ccc(-c2ccco2)cc1)C1CCCN(Cc2ccco2)C1 (configuration not stated) | -1.6 | 8 | 1.4 | -0.2 | 1 | 4 | nt | 10 | 7
10 | COCCn1c(SC(C)C(=O)Nc2ncc(Cl)cc2Cl)nc2ccccc21 (configuration not stated) | -0.6 | 3 | nt | 0.4 | 1 | 4 | 0.3 | 5 | 12
11 | COc1cccc(Nc2nc(-c3sc(NC(=O)c4ccco4)nc3C)cs2)c1 | 0.0 | 21 | 1.1 | 1.0 | -5 | -10 | 2.1 | -28 | 2
12 | Cc1ccc(OCCC(=O)Nc2ccc3c(c2)OCCCO3)cc1 | -0.8 | -6 | -0.5 | -2.3 | 0 | -3 | 2.3 | 13 | 4
13 | COC(=O)[C@]1(C)N[C@H](CN(C)C(=O)c2ccc(C(C)(C)C)cc2)[C@@H]2C(=O)N(Cc3ccccc3)C(=O)[C@@H]21 | -3.7 | 0 | 1.3 | -0.1 | -3 | -6 | -0.9 | 6 | 2
14 | CC(=O)NC(N1CCCCC1)C(F)(F)C(F)(F)C(F)(F)C(F)F (configuration not stated) | -1.7 | 2 | nt | -0.8 | 1 | -3 | -0.8 | -1 | 4
15 | Cc1ccc(C(=O)/C=C/Nc2ccc([N+](=O)[O-])cc2Br)cc1 | -5.4 | -2 | nt | 2.8 | -1 | -12 | 0.4 | -4 | -4
16 | CCc1cc2c(SCC(=O)c3ccccc3)ncnc2s1 | -0.2 | 6 | nt | -0.6 | -5 | -14 | -0.1 | 1 | 4
17 | O=c1[nH]c2ccc(NS(=O)(=O)c3ccc4ccccc4c3)cc2[nH]1 | -2.2 | 7 | -0.2 | -0.4 | -1 | 3 | 0.2 | 1 | -4
18 | O=C(c1c(F)c(F)c(F)c(F)c1F)N1CCN(c2cccc(C(F)(F)F)c2)CC1 | -2.7 | 3 | nt | 0.1 | 4 | -3 | -1.2 | 13 | -4
19 | COc1ccccc1N1CCN(C2CCN(C(=O)c3cccc(F)c3)CC2)CC1 | -0.1 | 0 | 1.0 | 0.1 | 2 | 0 | 1.7 | 6 | -11
20 | COC(=O)c1ccc(CSc2ccc(S(=O)(=O)N3CCCCC3)cn2)cc1 | -2.2 | 3 | 1.3 | -1.0 | -4 | -15 | -0.2 | -7 | 1
21 | CCOC(=O)c1c(NC(=O)COC(=O)CCOc2ccc(OCC)cc2)sc(C(=O)N(C)C)c1C | -1.0 | nt | nt | 2.7 | 4 | 2 | 0.2 | 19 | nt
22 | COc1ccccc1/C=C(\C#N)C(=O)Nc1ccc(S(N)(=O)=O)cc1 | -1.4 | -6 | 1.0 | 0.4 | 1 | 0 | -1.0 | 8 | 4
23 | Cc1[nH]nc2c1C1(C(=O)N(Cc3ccc(Cl)cc3)c3ccccc31)C(C#N)=C(N)O2 (configuration not stated) | -4.4 | 13 | nt | -0.7 | -1 | -2 | 0.9 | 8 | 4
24 | Cc1ccc(N2C(=O)N(CC(=O)N(C)Cc3ccccc3)C(=O)C2C)cc1 (configuration not stated) | -1.9 | -2 | nt | -0.9 | -4 | -1 | -0.3 | -4 | 3
25 | C/C(=N\NC(=O)Cn1nc(C)c([N+](=O)[O-])c1C)c1ccco1 | -2.1 | 18 | -0.7 | 2.9 | 6 | 29 | -0.3 | -5 | 3
26 | CS(=O)(=O)c1ccccc1-c1nnc(NC(=O)c2cccc(N3C(=O)CCC3=O)c2)o1 | 0.5 | -1 | 2.4 | -4.3 | -4 | ? | -1.5 | 4 | -2
27 | N#CC1(NC(=O)CN2C(=O)c3ccc([N+](=O)[O-])cc3C2=O)CCCCC1 | 1.2 | -2 | 1.9 | 2.3 | -2 | 5 | 0.1 | 8 | -13
28 | Cc1ccc(Cn2nnc3c(=O)n(CC(=O)N4CCN(c5ccccc5)CC4)cnc32)cc1 | -1.5 | -2 | 0.5 | -0.6 | -3 | -10 | 3.8 | 3 | 3
29 | CC(=O)c1c(CSc2ccccc2)oc2ccc(O)c(CN(C)C)c12 | -1.3 | 7 | 1.3 | 1.3 | -6 | -16 | -0.3 | 0 | -12
30 | COCCCNCCCCOc1ccc(Br)cc1C | -3.6 | 0 | nt | 4.6 | -1 | 36* | -1.6 | -1 | -7

Entries of single compounds, quoted from the list. Values in the order: FadD28 FP inh | CCHFV vOTU inh | TcdB GH inh | BoNT-A LC inh2 | Anthrax LF prot | BoNT-F LC inh | PfHsp40 rescue | Yp Topo-I inh | PrPC surface inh
C=C(Cl)COc1ccc2c(CCCC)cc(=O)oc2c1 is entered as -1.6 | 8 | nt | 0.1 | 0 | -10 | 7.0 | 6 | 5
O=c1[nH]c2ccc(NS(=O)(=O)c3ccc4ccccc4c3)cc2[nH]1 is entered as -2.2 | 7 | -0.2 | -0.4 | -1 | 3 | 0.2 | 1 | -4

Next section:
entry | structure | FadD28 FP inh | CCHFV vOTU inh | TcdB GH inh | BoNT-A LC inh2 | Anthrax LF prot | BoNT-F LC inh | PfHsp40 rescue | Yp Topo-I inh | PrPC surface inh
31 | CCCn1c(N)c(N(CCOC)C(=O)CSc2cc(C)c3ccccc3n2)c(=O)[nH]c1=O | -0.9 | 16 | 2.8 | 0.4 | -7 | -7 | -0.3 | 5 | 10
32 | O=S(Cc1ccc(Br)cc1)Cc1nnc(SCc2ccc(Br)cc2)n1-c1ccccc1 (configuration not stated) | -2.2 | 6 | 1.6 | 0.0 | 1 | 0 | -0.5 | -5 | 9
33 | C=CCn1c(SCC(=O)N2CCN(c3ccccc3)CC2)nc2c([nH]c3ccccc32)c1=O | -4.5 | -11 | -0.2 | -1.2 | 0 | -1 | -0.1 | 10 | -3
34 | Cc1ccc([N+](=O)[O-])cc1NC(=O)CSc1nnc(C)n1CC1CCCO1 (configuration not stated) | -2.2 | 22 | 1.3 | 0.5 | 3 | 1 | -1.5 | 1 | -19
35 | CSc1ccc(CCNC(=O)CCc2nnc3ccc(N4CCCC4)nn23)cc1 | -3.8 | 5 | -1.1 | 0.5 | -5 | -3 | -0.4 | 21 | -8
36 | CNC(=O)c1ccsc1NC(=O)C1CCN(S(=O)(=O)c2ccc(Cl)s2)CC1 | -3.9 | 1 | 2.2 | 2.7 | 0 | 4 | -0.6 | 5 | 5
37 | CC(/C=C/c1ccco1)=N\NC(=O)C(O)c1ccccc1 (configuration not stated) | -0.9 | 3 | 0.6 | -0.9 | 2 | 0 | -0.8 | -1 | -2
38 | CCOC(=O)c1ccc(-c2ccc(/C=C(\C#N)C(=O)NCc3cccs3)o2)cc1 | -3.1 | 8 | nt | 0.4 | 0 | -1 | 0.0 | -2 | -1
39 | Cc1cc([N+](=O)[O-])ccc1NCc1ccccc1 | -2.2 | nt | nt | 1.9 | -1 | 15 | 0.7 | -5 | nt
40 | O=C(CSc1nc2ccccc2s1)N/N=C/c1ccccc1C(=O)O | -1.2 | -7 | -0.6 | 0.5 | 3 | -1 | -0.4 | 6 | 1
41 | Cc1onc(-c2ccccc2)c1C(=O)OCC(=O)N1CCCCC1 | -2.2 | -4 | 0.4 | -0.3 | -4 | -1 | nt | 1 | -1
42 | O=C(Cc1ccccc1[N+](=O)[O-])NCC(O)c1ccc2c(c1)OCO2 (configuration not stated) | -1.1 | 3 | 1.2 | 0.0 | -4 | -8 | -1.8 | 0 | -10
43 | CCN(CC)C(=O)c1[nH]cnc1C(=O)N[C@@H](CCCCNC(=O)OC(C)(C)C)C(=O)OC(C)(C)C | 0.7 | 6 | -0.6 | 0.6 | 4 | 4 | 1.2 | 3 | 2
44 | COC(=O)[C@@]1(Cc2ccc(OC)cc2)[C@H]2c3cc(C(=O)N4CCCC4)n(Cc4ccc(OC(F)(F)F)cc4)c3C[C@H]2CN1C(=O)c1ccccc1 | nt | 29 | 0.3 | 0.3 | 7 | -3 | nt | nt | 4
45 | CC1(C)C(=O)Nc2ccccc2N1C(=O)COC(=O)Cc1ccccc1F | -0.2 | 1 | 2.0 | 0.1 | 0 | 4 | -0.7 | 6 | 12
46 | CCOC(=O)C1(C)NC(c2cc(OC)c(OC)c(OC)c2)C2C(=O)N(CC)C(=O)C21 (configuration not stated) | -4.3 | -8 | nt | -0.2 | -4 | 14 | 3.1 | -3 | 3
47 | Cc1ccc(N(CC(=O)NCC2CCCO2)C(=O)CCC(=O)Nc2cc(C)on2)cc1 (configuration not stated) | 2.2 | 3 | 0.1 | 0.6 | -1 | -3 | 0.7 | 9 | 0
48 | COc1ccccc1C(=O)NCC(=O)NC(C)c1ccc(-n2ccnc2)cc1 (configuration not stated) | -1.4 | -3 | 0.7 | -1.9 | -3 | -2 | -0.7 | -3 | -6
49 | CCc1ccc(-c2cc(C(=O)Nc3ccc(S(=O)(=O)NC(C)=O)cc3)c3ccccc3n2)cc1 | -3.2 | 21 | nt | -0.2 | -5 | -17 | 2.0 | 0 | -5

Some of the entries above in another layout.
#15 Cc1ccc(C(=O)/C=C/Nc2ccc([N+](=O)[O-])cc2Br)cc1
#16 CCc1cc2c(SCC(=O)c3ccccc3)ncnc2s1

Assay by compound,15,16
FadD28 FP inh,-5.4,-0.2
CCHFV vOTU inh,-2,6
TcdB GH inh,nt,nt
BoNT-A LC inh2,2.8,-0.6
Anthrax LF prot,-1,-5
BoNT-F LC inh,-12,-14
PfHsp40 rescue,0.4,-0.1
Yp Topo-I inh,-4,1
PrPC surface inh,-4,4

Bioassay records: PubChem, several laboratories
